Screening results deposited in PubChem by Fisher Drug Discovery Resource Center.
mcGAS RapidFire: inhibitors of mouse cGAS; Q8C6L5; recombinant mouse cGAS, cGAMP by RapidFire MS; inhibition, % at 12.5 µM; 130,000 compounds, 0.18% hits;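 active = inhibition of cGAS enzyme activity at or above 60%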;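 note: enzyme stimulated by 45 bp dsDNA with ATP and GTP substrates; cGAMP share of summed cGAMP plus half ATP and half GTP signals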
Target sequence (Q8C6L5 whole entry, looked up): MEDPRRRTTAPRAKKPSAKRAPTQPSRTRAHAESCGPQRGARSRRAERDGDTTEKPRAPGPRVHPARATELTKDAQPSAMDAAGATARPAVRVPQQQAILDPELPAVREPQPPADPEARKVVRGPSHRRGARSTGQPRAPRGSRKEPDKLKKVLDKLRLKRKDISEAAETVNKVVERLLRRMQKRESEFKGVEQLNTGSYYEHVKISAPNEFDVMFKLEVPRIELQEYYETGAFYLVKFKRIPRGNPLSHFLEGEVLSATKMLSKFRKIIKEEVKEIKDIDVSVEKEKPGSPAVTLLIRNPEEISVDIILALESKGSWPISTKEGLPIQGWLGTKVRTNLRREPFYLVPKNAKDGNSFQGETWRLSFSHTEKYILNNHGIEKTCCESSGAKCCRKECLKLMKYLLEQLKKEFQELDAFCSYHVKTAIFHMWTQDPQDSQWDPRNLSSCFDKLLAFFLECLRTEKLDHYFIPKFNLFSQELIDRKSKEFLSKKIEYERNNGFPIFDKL
The depositor's hits bear a star; & = joins results of further samples. Only part of the results is shown, so the mix of outcomes need not match the whole.

SMILES | mcGAS RapidFire
CC12CCC(C(=O)Oc3cccnc3)(c3nc4ccccc4nc31)C2(C)C (centres undefined) | 3
CN1CCN(Cc2cncc(-c3cccc(C(F)(F)F)c3)c2)CC1 | -10
CCC(C)c1csc(NC(=O)NC2CCC(=O)N(C)C2)n1 (centres undefined) | 0
COc1cc(CN2C(=O)C(C)ON=C2c2ccccc2F)cc(OC)c1 (centres undefined) | -7
O=S(=O)(NNc1c(F)c(F)c(F)c(F)c1F)c1ccccc1 | -12
CC1c2cccn2CCN1C(=O)c1cnc(CN2CCCC2)s1 (centres undefined) | -22
CCN(CC)CCn1c(N)c(S(=O)(=O)c2ccccc2)c2nc(C#N)c(C#N)nc21 | -4
Cc1nc(COc2ccccc2C(=O)N2CCc3ccccc3C2)no1 | 0
CN(CCCOc1ccc(S(C)(=O)=O)cc1)C(=O)NCC1CCCC1 | -2
Cc1ccc(-c2ccnc(NCc3ncn[nH]3)n2)c(C)n1 | -11
O=C(NC1=NCCS1)c1ccc(Cl)c(S(=O)(=O)NC2CCCc3ccccc32)c1 (centres undefined) | -12
Fc1ccc(OCc2nc(CSc3nnnn3C3CC3)cs2)cc1 | -1
CN(Cc1cc2cc(F)ccc2[nH]1)Cc1cn[nH]c1C(=O)O | -3
CSc1ccccc1Nc1ncnc2c1nnn2C | -5
CCOc1ccc(C(=O)CC(c2ccccc2)C(C#N)C#N)cc1 (centres undefined) | -12
C=CCC(=O)N1CCc2ccc(NC(=O)CCc3ccccc3OC)cc2C1 | 0
O=S(=O)(CCN1CCC2(CCc3ccccc32)C1)c1ccccc1 (centres undefined) | -7
Nc1nc(-c2cccs2)cs1 | -3
Cc1cccc2sc(N(Cc3ccccn3)C(=O)C3CCCN(S(C)(=O)=O)C3)nc12 (centres undefined) | 9
Cc1nc(NCCNC(=O)Nc2cccc(C)c2C)cc(N2CCOCC2)n1 | -3
CC1CN(C(=O)c2ccc(CNc3ccc(C#N)cn3)cc2)CC(C)O1 (centres undefined) | -10
CNC(=O)c1c(I)c(NC(C)=O)c(I)c(C(=O)O)c1I | -6
COc1cccc(CN2CCN(Cc3cccc4cccnc34)CC2CCO)c1 (centres undefined) | -6
Cn1cc(C(=O)NCc2ccccc2)c2[nH]c(=O)n(Cc3ccccc3)c(=O)c21 | -6
CCCn1cc(NC(=O)c2cccc(CN3CC[C@H](O)C3)c2)nn1 | -8
O=C(C1CC1)N1CCN(C(=O)[C@@H]2CCCN2)CC1 | -4
COc1ccccc1C(O)Cn1c(=O)[nH]c2ccccc2c1=O (centres undefined) | -20
O=C(COc1ccccc1)Nc1cc2c(cc1Br)OCCO2 | -2
CCOc1ccc(C=Nc2cccc(Cl)c2C)cc1 | -4
CCOC(=O)CSC1=NN2CCCC(=O)N=C2S1 | -10
COc1ccc(C(C)(O)c2nc(-c3csc4ccccc34)cs2)cc1 (centres undefined) | 3
Cc1cccc(-c2cnc(C(O)c3ccc(-c4ccccc4)cc3)[nH]2)c1 (centres undefined) | -7
CN(C)c1ccc(/C=C2N=C(/C=C/c3ccccc3)OC/2=O)cc1 | -11
COCCNc1nc(CN2CCCCC2C(=O)OC)nc2c(C)cccc12 (centres undefined) | -11
CN(Cc1ccccc1)C1(C(=O)NCCc2cscn2)Cc2ccccc2C1 | -11
Brc1cc(-c2ccccc2)c(CN2CCOCC2)s1 | 8
CC=CCn1c(=O)c2c(nc3n(CCN4CCOCC4)c(C)cn23)n(C)c1=O | 3
Cc1cc(Cl)cc(C)c1OCC(=O)NNc1ccc(F)cc1 | 3
COc1ccc(NC(=O)CCC2CCCN(Cc3cnc(SC)nc3)C2)c(C)c1 (centres undefined) | -8
O=C(Nc1ccncc1)C1CCN(C(=O)c2ccc3c(c2)CCCC3)CC1 | -14
Cc1ccccc1/[N+]([O-])=C/c1ccc(OC(F)F)cc1 | -2
N#Cc1c(SCC(=O)c2ccc(Cl)cc2)nc2c(c1-c1ccc(O)cc1)CCCC2 | -5
CC1(C)CC(NCc2ccco2)CCO1 (centres undefined) | 3
CCOC(=O)N1CCc2c(sc(NC(=O)c3ccco3)c2-c2nc3ccccc3s2)C1 | -3
CC(SCc1csc(-c2ccccc2)n1)C(=O)O (centres undefined) | 8
COc1ccc(-n2c(-c3ccc(Br)cc3)c[n+]3c2CCCCC3)cc1 | -23
CCSCCC(C)N(C)C(=O)c1ccnnc1 (centres undefined) | -7
C=CCNC(=O)NC(=O)CNc1ccc(Br)cc1 | -2
OC1CCN(Cc2nnnn2-c2ccccc2Br)CC1 | -10
Cc1ccc(OCCCS(=O)(=O)N(C)C)nc1 | 3
CCOC1CC(N(C)CCC(=O)N2CCOCC2)C1(C)C (centres undefined) | -10
CC(C)c1ccc(NC2CCCN(C(=O)c3cccc(N4CCCC4=O)c3)C2)cc1 (centres undefined) | -5
COCC(C)(C#N)NC(=O)c1cnn(-c2ccccc2Cl)c1C (centres undefined) | -16
CCOC(=O)CNC(=O)NCc1cccnc1Oc1ccccc1C | -7
CCN1CCN(C(=O)c2cc(=O)c3ccccc3o2)C(C)C1=O (centres undefined) | -16
Cc1ccc2cc(CN3CCN(C)C(C(=O)O)C3)c(N3CCOCC3)nc2c1 (centres undefined) | 4
COc1ccc(Cc2ncc3c(n2)CN(C(=O)C2CNC(=O)C2)C3)cc1 (centres undefined) | 8
CC(Nc1ccc(-c2nc(Cc3ccccc3)no2)cn1)c1nncn1C (centres undefined) | 1
CN1CCCN(C(=O)c2ccc3nc(-c4ccc(Cl)cc4)[nH]c3c2)CC1 | -5
O=C(Nc1nc(CCC(=O)N2CCCCC2)cs1)NC1CCCCC1 | 1

The list goes on.
SMILES | mcGAS RapidFire
Cc1cccc(C)c1NC(=O)CSc1nnc(N2CCCC2)n1C1CC1 | -2
Cc1nc2c(c(=O)n1C)CCN(C(=O)CN1CCCCC1=O)CC2 | -10
c1csc(-c2nc(COc3ccc4c(c3)CCC4)co2)c1 | 1
COc1ccc2oc(=O)c(-c3csc(Nc4ccccc4C)n3)cc2c1 | -11
COc1ccc(CNC(C)CN2CCCC2=O)cc1OCc1cccnc1 (centres undefined) | -2
CNC(=O)c1ccc(-c2ccc(OC)c3ncccc23)s1 | -8
O=C1C=CC(=O)N1c1cccc(SC(F)(F)C(F)(F)C(F)(F)F)c1 | 0
CC(NC(=S)Nc1ccccc1Cl)c1ccc2c(c1)OCCCO2 (centres undefined) | -9
c1ccc2c(NN=C3CCCCCC3)nncc2c1 | -17
O=C1CC2(CCCC2)C(=O)N1CN1CCN(S(=O)(=O)c2ccccc2C(F)(F)F)CC1 | -5
COc1cc(C(=O)NCCNc2ccc(Nc3ccccn3)nn2)cc(OC)c1OC | -7
N#CC(=Cc1ccc(Br)cc1)c1nnc2n1CCCCC2 | 60*
Cc1cc(=O)c(C(=O)Nc2cc(Cl)ccc2C(=O)N(C)C)nn1-c1ccccc1F | 39
N#Cc1ccc(COc2cccc(I)c2)cc1 | 2
Cc1ccc(NC(=O)CCNC(=O)N2CCc3ccccc32)nc1 | -10
Cc1cc(C)c2sc(N(CCCN(C)C)C(=O)c3ccno3)nc2c1 | -3
Cc1noc(-c2ccc(N3CC[C@@H](c4ccc5c(c4)OCO5)[C@H](O)C3)nc2)n1 | -31
NC(=O)c1csc(C(=O)NC2(c3ccccc3)CCCC2)c1 | -14
CC1(C(=O)NS(=O)(=O)c2cccc(C#N)c2)CCN1C(=O)C1(c2ccc(Cl)cc2)CCC1 (centres undefined) | -13
CCOC(=O)C1CCN(C(=O)c2cc(F)c(-n3ccnc3-c3ccccc3)cc2F)CC1 | -9
O=C(O)c1cccc(NC2=C(n3nnc4ccccc43)C(=O)c3ccccc3C2=O)c1 | 0
Cc1ccc(-n2ncc3c(=O)n(NC(=O)/C=C/c4ccccc4)cnc32)cc1C | -2
Nc1ncc2c(n1)CCC(N)C2 (centres undefined) | 2
O=C1CC(Sc2nc3ccccc3o2)C(=O)N1c1cccc(C(F)(F)F)c1 (centres undefined) | -6
CCN(CC)C(=O)Cn1cc(C(=O)N2CCN(CC)C(=O)[C@@H]2C)nn1 | -4
Cc1ccc(CNC(=O)NCc2ccccc2S(=O)(=O)N(C)C)cc1F | -1
C=CCn1c(N2CCN(Cc3ccccc3C)CC2)nc2c1c(=O)[nH]c(=O)n2C | -10
CC(=O)c1ccc(NS(=O)(=O)c2ccc(Br)c(C)c2)cc1 | -1
Cc1ccc(CCC(=O)N2CCC(CO)(Cc3ccccc3)CC2)cc1 | -5&-2
Cn1ccnc1C(NS(=O)(=O)/C=C/c1ccccc1)c1ccc(F)cc1 (centres undefined) | 1
Cc1noc(C)c1CS(=O)C(C)C(=O)NCC(F)(F)F (centres undefined) | 6
COc1nn(C)cc1C(=O)N1CCCC1 | -7
COc1cc(OC)c(OC)cc1/C=C1N=C(/C=C/c2ccccc2OC)OC\1=O | -5
O=C(CC1COCCN1)N1CCC2(CCc3ccccc32)CC1 (centres undefined) | -26
CC(C(=O)N1CCNC1=O)N1CCN(S(=O)(=O)c2cccc(Br)c2)CC1 (centres undefined) | -1
CC/C(=N/NS(=O)(=O)c1ccccc1)c1ccc(C)cc1 | -11
CCNC(=O)N1CCN(S(=O)(=O)c2ccc(C)cc2C)CC1 | 1
N#CC(C(=O)c1ccc(Br)o1)c1ccc(F)cn1 (centres undefined) | 3
CC(C)(C(=O)NCc1ccco1)c1ccc2c(c1)OCCO2 | -7
O=C1Nc2ccccc2C12OCCCCO2 | -8

Next records:
SMILES	mcGAS RapidFire
COc1cc(CNc2nn[nH]n2)ccc1OCc1ccccc1C	-16
OCC1CCCCN1CCn1ccnc1-c1ccc2c(c1)OCCO2 (centres undefined)	13
CCOC(=O)C1(Cc2cccc(OC)c2)CCCN(C(=O)Cn2cnnn2)C1 (centres undefined)	-4
Cc1cc(CO)c(C)n1-c1cccc(Cl)c1Cl	1
COc1cc(NC(=O)C=Cc2cc(F)cc3c2OCOC3)cc(OC)c1OC	-2
Cc1cc(NC(=O)C2CCCN2S(C)(=O)=O)ccc1Br (centres undefined)	-1
O=C(c1cc(COc2ccccc2)on1)N1CCCC(OCc2cccnc2)C1 (centres undefined)	-3
O=C(O)c1nn(-c2cccc(C(F)(F)F)c2)c(=O)n(Cc2ccccc2F)c1=O	-8
NNC(=O)C1SCCN1c1ccccc1 (centres undefined)	-5
Cc1nn(S(=O)(=O)c2ccc3ccccc3c2)c(C)c1S(=O)(=O)N1CCCCCC1	-7
COc1cc(-c2ccc(=O)n(CC(=O)Nc3ccc(C(F)(F)F)cc3)n2)cc(OC)c1OC	-19
CCOc1ncc(C(=O)NCc2nccn2C)cc1Cl	-8
CN(C)c1cc(Nc2ccccc2)c2c3c(onc13)-c1ccccc1C2=O	0
CC(=O)c1cc(CN2CC[C@@H](c3ccc4ccccc4c3)[C@H](O)C2)n(C)c1	-20
COCC(NC(=O)c1c(C)nc2cc(C)ccn12)c1ccnn1C (centres undefined)	-18
COc1ccc(C(=O)Nc2c(C)cc(C)cc2Cl)c(OC)c1	-2
Cc1ccc(C(=O)NC(C)c2cnn(-c3ccccn3)c2C)cn1 (centres undefined)	-3
Cc1cc(C)cc(-n2c(C)cn3c4c(=O)n(CCN5CCOCC5)c(=O)n(C)c4nc23)c1	-7
Cc1n[nH]c(C)c1C(NC(=O)CSC12CC3CC(CC(C3)C1)C2)C(=O)O (centres undefined)	8
Cc1cc(C(=O)N(CCN2CCOCC2)c2nc3ccc(F)cc3s2)on1	-1
CC(=O)Nc1cccc(C(=O)N(C)C2CCCN(CCCc3ccccc3)C2)c1 (centres undefined)	-5
FC(F)(F)c1cnc(C2CCN(c3cncc(Cl)n3)CC2)[nH]1	-4
Cc1cnccc1C(=O)NCC1CCCN(Cc2ccccn2)C1 (centres undefined)	-10
O=C(C1CC2CCC1O2)N(Cc1ccc(F)cc1)CC(F)(F)F (centres undefined)	-31
Cc1cc(C)cc(N(C)C(=O)c2cccc(N3CCNC3=O)c2)c1	-11&-2
NC(=O)c1cccc(NC(=O)c2ccc(F)cc2Br)c1	-7
Cn1c(-c2ccc(CN3CCn4cncc4C3)o2)nc2ccccc21	-16
Cc1nc2c(C)cccn2c(=O)c1NC(=O)c1ccc(C(C)(C)C)cc1	-15
COc1ccc(C)cc1C(C)NC(=O)c1ccccc1Cl (centres undefined)	-6
COc1c(F)ccc(C(=O)N2CCOC(CN)C2)c1F (centres undefined)	3

Structural class, the compounds so far containing a Cl atom.
SMILES	mcGAS RapidFire
O=C(NC1=NCCS1)c1ccc(Cl)c(S(=O)(=O)NC2CCCc3ccccc32)c1 (centres undefined)	-12
CCOc1ccc(C=Nc2cccc(Cl)c2C)cc1	-4
Cc1cc(Cl)cc(C)c1OCC(=O)NNc1ccc(F)cc1	3
N#Cc1c(SCC(=O)c2ccc(Cl)cc2)nc2c(c1-c1ccc(O)cc1)CCCC2	-5
COCC(C)(C#N)NC(=O)c1cnn(-c2ccccc2Cl)c1C (centres undefined)	-16
CN1CCCN(C(=O)c2ccc3nc(-c4ccc(Cl)cc4)[nH]c3c2)CC1	-5
CC(NC(=S)Nc1ccccc1Cl)c1ccc2c(c1)OCCCO2 (centres undefined)	-9
Cc1cc(=O)c(C(=O)Nc2cc(Cl)ccc2C(=O)N(C)C)nn1-c1ccccc1F	39
CC1(C(=O)NS(=O)(=O)c2cccc(C#N)c2)CCN1C(=O)C1(c2ccc(Cl)cc2)CCC1 (centres undefined)	-13
Cc1cc(CO)c(C)n1-c1cccc(Cl)c1Cl	1
CCOc1ncc(C(=O)NCc2nccn2C)cc1Cl	-8
COc1ccc(C(=O)Nc2c(C)cc(C)cc2Cl)c(OC)c1	-2
FC(F)(F)c1cnc(C2CCN(c3cncc(Cl)n3)CC2)[nH]1	-4
COc1ccc(C)cc1C(C)NC(=O)c1ccccc1Cl (centres undefined)	-6
